Compound activity deposited in PubChem by National Center for Advancing Translational Sciences (NCATS).
DT40 TDP1 CPT – DT40-hTDP1 cell growth loss with CPT; chicken DT40 Tdp1-/-;hTDP1 cells + 20 nM CPT, ATP luminescence, 48 h; Potency, µM (highest dose often 46.2 µM), without a hit: at the top dose activity change, negative = growth inhibition, actives largely listed as inhibitors; AID 686979; 420,000 tested, 12% active; further: nearly all actives have a fitted effect of over 55% in size
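Chicken DT40 Tdp1-/- cells complemented with human TDP1, 400 cells/well, exposed to compounds plus 20 nM camptothecin for at least 48 h at 37 C; viability read as ATP content by CellTiter-Glo luminescence.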
TDP1 cell noCPT – qHTS for Inhibitors of human tyrosyl-DNA phosphodiesterase 1 (TDP1): qHTS in cells in absence of CPT; DT40 Tdp1-/- hTDP1 cells, no CPT, ATP luminescence, 48 h; 420,000 tested, 15% active; Potency, µM (top dose mostly 46.2 µM), without a hit: top-dose activity change, negative = growth inhibition, most hits filed as inhibitors; further: nearly all actives have a fitted effect of over 55% in size
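Luminescent ATP content (CellTiter-Glo) served as the growth readout. Knockout chicken DT40 cells expressing human TDP1 were exposed to compounds without camptothecin for a minimum 48 hr at 37 °C.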
GCN5L2 inh – GCN5L2 (KAT2A) acetyltransferase inhibition. AID 504327. Q92830. 390,000 tested, 0.21% active. Potency, µM (top dose mostly 58.9 µM), for the others: at the highest dose activity change, negative = inhibition, actives largely listed as inhibitors. GCN5L2 HAT assay, ThioGlo1 CoA-SH fluorescence
Target sequence (Q92830 whole entry, looked up): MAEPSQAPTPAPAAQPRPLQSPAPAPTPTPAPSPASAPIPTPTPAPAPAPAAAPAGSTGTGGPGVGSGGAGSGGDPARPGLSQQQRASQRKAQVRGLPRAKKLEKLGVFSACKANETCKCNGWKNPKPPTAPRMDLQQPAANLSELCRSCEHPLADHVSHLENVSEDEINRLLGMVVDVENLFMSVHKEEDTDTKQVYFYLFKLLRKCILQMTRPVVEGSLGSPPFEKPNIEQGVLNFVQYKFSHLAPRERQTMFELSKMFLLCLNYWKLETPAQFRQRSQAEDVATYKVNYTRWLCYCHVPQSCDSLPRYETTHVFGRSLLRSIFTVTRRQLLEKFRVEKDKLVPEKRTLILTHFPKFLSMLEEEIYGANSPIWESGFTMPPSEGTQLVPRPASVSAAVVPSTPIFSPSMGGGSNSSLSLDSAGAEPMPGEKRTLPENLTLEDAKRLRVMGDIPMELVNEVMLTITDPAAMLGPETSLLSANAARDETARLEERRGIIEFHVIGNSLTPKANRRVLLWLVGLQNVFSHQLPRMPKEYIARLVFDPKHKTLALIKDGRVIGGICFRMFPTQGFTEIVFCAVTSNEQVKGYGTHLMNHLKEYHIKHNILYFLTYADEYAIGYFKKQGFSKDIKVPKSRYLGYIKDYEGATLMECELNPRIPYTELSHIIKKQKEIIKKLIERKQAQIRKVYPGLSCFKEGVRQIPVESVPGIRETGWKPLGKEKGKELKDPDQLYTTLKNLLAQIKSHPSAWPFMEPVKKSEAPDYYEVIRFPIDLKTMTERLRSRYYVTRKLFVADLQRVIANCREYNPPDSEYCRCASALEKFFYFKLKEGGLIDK
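Free CoA generated was detected with ThioGlo1 (50uM) fluorescence at Ex340nm/Em540nm, read immediately and after 20 min at room temperature. Enzyme, 20 nM in HEPES pH 7.5 buffer, saw compounds 15 min before adding 75uM H3(1-25) peptide and 70uM acetyl-CoA.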
* marks the source's active call; other numbers are inactive results; ? = inconclusive; nt = no result given. The call rests on the fitted dose curve; in most records, active means well fitted curve in the direction sought with a large enough effect; inconclusive means small, poorly fitted or top-dose-only effect, or another doubt; inactive means no such curve, though single readings can be large; an effect the other way counts as inactive or inconclusive. On the % scale 0 is the no-effect control and ±100 the full control effect; potency means the concentration at half of the fitted maximal effect. This is a subset; rates above refer to the full screens.

Each structure is followed by: DT40 TDP1 CPT | TDP1 cell noCPT | GCN5L2 inh
O=C(COc1ncnc2c(Cl)cc(Cl)cc12)N1CCN(S(=O)(=O)c2ccccc2)CC1
→ -15.6% | ? | 8.8%
CCOCCCn1c(SCC(=O)Nc2ccc(C)cc2)nc2ccccc2c1=O
→ 16.4µM* | 14.6µM* | -9.3%
O=[N+]([O-])c1ccc(COc2ccc(CNc3ccccc3)cc2)cc1
→ 4.7% | -16.2% | -2.4%
COc1nc2ccccc2nc1N1CCN(c2ccc(F)cc2)CC1
→ -22.4% | 3.8% | -6.5%
COc1cccc(Oc2ccc(C(F)(F)F)cc2NC(=O)CCc2nc3ccccc3c(=O)[nH]2)c1
→ 16.4µM* | 18.4µM* | -11.6%
Cc1ccc(NC(=O)c2ccc(S(=O)(=O)C(F)F)cc2)c(C)c1
→ -19.4% | ? | -5.4%
O=S(=O)(c1ccc(-c2nnco2)cc1)N1CCCCC1
→ -1.5% | 3.8% | 0.1%
C=C1[C@@H](O)[C@H](CC(C)C)N(Cc2ccccc2Br)S1(=O)=O
→ 5.01µM* | 18.4µM* | nt
COc1ccc(C=O)cc1OS(=O)(=O)c1ccccc1[N+](=O)[O-]
→ -16.9% | ? | 1.3%
CC(/C=N/NC(=O)c1cccnc1)=C\c1ccccc1
→ 0.4% | -0.3% | -8.5%

More structures follow.
Each structure is followed by: DT40 TDP1 CPT | TDP1 cell noCPT | GCN5L2 inh
Cc1cccc(NC(=O)c2ccccc2NC(=O)C2CCCCC2)c1C
→ -29.3% | ? | -24.7%
Cc1cc(=O)oc2ccc(OCC(=O)N(Cc3ccc(F)cc3)Cc3ccco3)cc12
→ 23.1µM* | ? | -2.5%
CCOC(=O)C1C2C=CC3(CN(c4cccc(Cl)c4)C(=O)C13)O2 (centres undefined)
→ 8.9% | 6.6% | -6.3%
CCN(CC)C(=O)[C@H]1CC(CC(=O)NC/C=C(\C)CCC=C(C)C)C(=O)N2CCc3c([nH]c4ccc(OC)cc34)[C@]12C (some centres undefined)
→ ? | ? | -12.4%
CCOc1ncnc2c1[nH]c1ccccc12
→ ? | ? | -9.5%
COc1ccccc1-c1ccc2c(c1)C(C)(Cc1ccccc1C#N)C(=O)N2 (centres undefined)
→ 20.6µM* | ? | nt
CN=C1SC(CC(=O)Nc2ccc(C(=O)O)cc2)C(=O)N1C (centres undefined)
→ -17.1% | -12.0% | -0.4%
COc1cc(/C=N/NC(=O)COc2ccccc2[N+](=O)[O-])ccc1OC(=O)c1ccco1
→ ? | ? | -6.5%
CCOc1ccccc1NS(=O)(=O)c1cc2[nH]c(=O)c(=O)[nH]c2cc1C
→ 2.7% | -26.7% | -7.7%
Cc1ccccc1OCC(=O)Nc1ccc(C(=O)OCc2cc(=O)n3c(C)csc3n2)cc1
→ -11.4% | -15.6% | 8.2%

Next structures follow:
Each structure is followed by: DT40 TDP1 CPT | TDP1 cell noCPT | GCN5L2 inh
O=C(CSc1nc(Nc2ccccc2)nc(N2CCOCC2)n1)Nc1ccccc1Cl
→ 16.4µM* | 11.2µM* | -4.3%
O=C(CCSCCC(=O)NCC1CCCO1)NCC1CCCO1 (centres undefined)
→ -3.3% | 0.9% | -7.4%
COc1ccc(NC(=O)C(C)n2nc(-c3cc(C)ccc3C)c3c(c2=O)CCCC3)cc1 (centres undefined)
→ 20.6µM* | ? | -9.5%
COc1ccc(/C(N)=N/OC(=O)Cc2ccc(C)cc2)cc1
→ 6.3% | -2.4% | -7.3%
Cc1cc(C)nc(SCC(=O)Nc2ccc(S(=O)(=O)Nc3ncccn3)cc2)n1
→ -2.6% | -3.7% | -6.8%
O=C(NCc1ccc(-c2csnn2)cc1)c1cccs1
→ -2.6% | -7.8% | -0.4%
COc1ccc(N2CCN(C3CCCN(Cc4ccccc4OCCO)C3)CC2)cc1 (centres undefined)
→ ? | 4.8% | ?
CCOC(=O)C1CCN(c2c(Nc3ccc4c(c3)OCCO4)c(=O)c2=O)CC1
→ -8.8% | -22.6% | 0.5%
Cc1cccc(/C=C(\c2nc3ccccc3[nH]2)S(=O)(=O)c2ccccc2)c1
→ 4.11µM* | 2.59µM* | -6.5%
CCOC(=O)c1c(C)c(-c2ccccc2)n(CC(=O)NCc2ccccc2)c1C
→ ? | ? | -5.9%

Following part
Each structure is followed by: DT40 TDP1 CPT | TDP1 cell noCPT | GCN5L2 inh
CNC(=O)CN(Cc1ccccc1)S(=O)(=O)c1ccc(Cl)cc1
→ -9.4% | 4.2% | -11.2%
COc1ccc2nc(NC(=O)CSC(C)C(=O)Nc3cc(C)on3)sc2c1 (centres undefined)
→ 11.9% | -28.1% | 1.2%
Cc1cccc(NC(=O)CN2CCC(NC(=O)C3CCCCC3)CC2)c1C
→ -20.2% | ? | 4.9%
OCCC1CN(Cc2cnc(-c3ccccc3)s2)CCN1CCc1ccccc1 (centres undefined)
→ ? | 8.2µM* | -9.0%
O=C(NS(=O)(=O)c1ccc2c(c1)OCCO2)c1ccccc1
→ -25.9% | -18.8% | 0.1%
O=C(Nc1cccnc1)C1CCCN(c2ncnc3c2nc2n3CCCCC2)C1 (centres undefined)
→ -29.7% | ? | -0.9%
O=C(CN1C(=O)NC2(CCc3ccccc32)C1=O)Nc1ccccc1OC(F)F (centres undefined)
→ 2.0% | 14.0% | -2.8%
COc1cc(C(=O)Nc2ccc(O)cc2)ccc1OC(C)=O
→ 0.1% | -10.7% | -4.9%
Cc1cc(N2CCN(c3cccc(C)c3C)CC2)n2nc(C)c(-c3ccc(Cl)cc3)c2n1
→ -9.3% | 0.5% | -1.9%
Cc1ccc(C)c(CSc2nnc(-c3cccs3)n2Cc2ccco2)c1
→ ? | ? | ?

(list continues)
Each structure is followed by: DT40 TDP1 CPT | TDP1 cell noCPT | GCN5L2 inh
CN1C(=O)c2ccccc2Sc2ccc(NC(=O)N3CCCC3)cc21
→ ? | ? | -3.5%
CCOc1ccc(CCNC(=O)c2cnc3sc(N4CCC(C)CC4)nn3c2=O)cc1
→ -28.2% | -24.8% | -27.1%
COc1cc([N+](=O)[O-])ccc1NC(=O)C[n+]1cccc(C)c1
→ -11.2% | -6.1% | -0.8%
COc1ccc(CNC(=O)C2(C)Cc3c(-c4cccc(C(N)=O)c4)ccnc3O2)cc1OC (centres undefined)
→ -4.2% | ? | nt
C[C@H](CO)N1C[C@H](C)[C@@H](CN(C)S(=O)(=O)c2ccccc2)Oc2ccc(NS(=O)(=O)c3cccs3)cc2C1=O
→ 20.1% | 7.7% | -0.7%
O=C(Nc1ccccc1Cl)c1ccc(-c2ccccn2)s1
→ 0.2% | -3.9% | -7.1%
Cc1c(C)c2ccc(O[C@@H]3O[C@H](CO)[C@@H](O)[C@H](O)[C@H]3O)c(C)c2oc1=O
→ 27.6% | -23.5% | 1.5%
C/C(=N\Nc1ccc(S(N)(=O)=O)cc1[N+](=O)[O-])c1cccs1
→ -4.2% | 0.0% | 1.0%
CCCNC(=O)C12CCC(C)(C(=O)C1Br)C2(C)C (centres undefined)
→ -1.4% | -24.2% | -0.9%
Cc1ccc(CNC(=O)COC(=O)c2cccc(S(=O)(=O)N3CCCCC3)c2)cc1
→ -20.3% | 21.4% | -2.4%

(continued)
Each structure is followed by: DT40 TDP1 CPT | TDP1 cell noCPT | GCN5L2 inh
O=C1c2ccccc2/C(=C\c2ccc3[nH]ccc3c2)N1c1ccccc1
→ ? | ? | -7.2%
CCC(=O)N(Cc1cc(=O)[nH]c2ccccc12)c1ccccc1
→ -17.0% | -15.3% | -1.1%
Nc1nc(SCc2ccccc2Cl)c2ncn(C3OC(CO)C(O)C3O)c2n1 (centres undefined)
→ -8.5% | -28.6% | nt
CCOc1ccc(-c2nc(C#N)c(NCCCOC)o2)cc1
→ 8.2µM* | 6.51µM* | -1.7%
COc1ccccc1CCc1nnc(CCC(=O)NCC(C)Oc2cccnc2)o1 (centres undefined)
→ -17.3% | 7.5% | -9.7%
N#C[C@H]1C(O)C(O)c2ccccc2N1C(=O)c1ccccc1 (some centres undefined)
→ 5.5% | -6.0% | nt
COc1ccc(OC)c(NC(=O)c2ccc3c(SCC(=O)O)c4c(nc3c2)CCCC4)c1
→ -4.2% | ? | -5.0%
CSc1ccc(Cl)c(C(=O)NC2CCCC2)c1
→ -13.0% | 0.8% | -9.5%
Cc1nnc(SCC(=O)N2CCc3ccccc3C2)s1
→ -7.8% | -19.0% | -1.4%
COc1ccc(N/N=C(/C#N)S(=O)(=O)c2nsc(C)c2C#N)cc1
→ 1.8% | ? | -1.9%

21 entries from above, as comma-separated lines:
Compound,DT40 TDP1 CPT,TDP1 cell noCPT,GCN5L2 inh
O=C(COc1ncnc2c(Cl)cc(Cl)cc12)N1CCN(S(=O)(=O)c2ccccc2)CC1,-15.6%,?,8.8%
CCOCCCn1c(SCC(=O)Nc2ccc(C)cc2)nc2ccccc2c1=O,16.4µM*,14.6µM*,-9.3%
O=[N+]([O-])c1ccc(COc2ccc(CNc3ccccc3)cc2)cc1,4.7%,-16.2%,-2.4%
COc1nc2ccccc2nc1N1CCN(c2ccc(F)cc2)CC1,-22.4%,3.8%,-6.5%
COc1cccc(Oc2ccc(C(F)(F)F)cc2NC(=O)CCc2nc3ccccc3c(=O)[nH]2)c1,16.4µM*,18.4µM*,-11.6%
Cc1ccc(NC(=O)c2ccc(S(=O)(=O)C(F)F)cc2)c(C)c1,-19.4%,?,-5.4%
O=S(=O)(c1ccc(-c2nnco2)cc1)N1CCCCC1,-1.5%,3.8%,0.1%
C=C1[C@@H](O)[C@H](CC(C)C)N(Cc2ccccc2Br)S1(=O)=O,5.01µM*,18.4µM*,nt
COc1ccc(C=O)cc1OS(=O)(=O)c1ccccc1[N+](=O)[O-],-16.9%,?,1.3%
CC(/C=N/NC(=O)c1cccnc1)=C\c1ccccc1,0.4%,-0.3%,-8.5%
Cc1cccc(NC(=O)c2ccccc2NC(=O)C2CCCCC2)c1C,-29.3%,?,-24.7%
Cc1cc(=O)oc2ccc(OCC(=O)N(Cc3ccc(F)cc3)Cc3ccco3)cc12,23.1µM*,?,-2.5%
CCOC(=O)C1C2C=CC3(CN(c4cccc(Cl)c4)C(=O)C13)O2 (centres undefined),8.9%,6.6%,-6.3%
CCN(CC)C(=O)[C@H]1CC(CC(=O)NC/C=C(\C)CCC=C(C)C)C(=O)N2CCc3c([nH]c4ccc(OC)cc34)[C@]12C (some centres undefined),?,?,-12.4%
CCOc1ncnc2c1[nH]c1ccccc12,?,?,-9.5%
COc1ccccc1-c1ccc2c(c1)C(C)(Cc1ccccc1C#N)C(=O)N2 (centres undefined),20.6µM*,?,nt
CN=C1SC(CC(=O)Nc2ccc(C(=O)O)cc2)C(=O)N1C (centres undefined),-17.1%,-12.0%,-0.4%
COc1cc(/C=N/NC(=O)COc2ccccc2[N+](=O)[O-])ccc1OC(=O)c1ccco1,?,?,-6.5%
CCOc1ccccc1NS(=O)(=O)c1cc2[nH]c(=O)c(=O)[nH]c2cc1C,2.7%,-26.7%,-7.7%
Cc1ccccc1OCC(=O)Nc1ccc(C(=O)OCc2cc(=O)n3c(C)csc3n2)cc1,-11.4%,-15.6%,8.2%
O=C(CSc1nc(Nc2ccccc2)nc(N2CCOCC2)n1)Nc1ccccc1Cl,16.4µM*,11.2µM*,-4.3%

Other entries:
Each structure is followed by: DT40 TDP1 CPT | TDP1 cell noCPT | GCN5L2 inh
O=C(COC(=O)CCc1ccc(S(=O)(=O)N2CCOCC2)cc1)Nc1ccccc1OC(F)F
→ -2.7% | -10.7% | -1.9%
Cc1ccnc(NS(=O)(=O)c2ccc(NC(=O)C3COc4ccccc4O3)cc2)n1 (centres undefined)
→ ? | ? | -6.6%
COc1ccc(/C=N/N2CCOCC2)cc1Cn1cc([N+](=O)[O-])cn1
→ 6.1% | -3.3% | -7.2%
COc1cccc(C(=O)Nc2nnc(S(=O)(=O)N(C)Cc3ccc(F)cc3)s2)c1
→ -19.6% | -13.1% | -3.9%
CCOc1ccc(CCNC(=O)CCCn2c(=O)c3cccn3c3ccccc32)cc1
→ 18.4µM* | 23.1µM* | -5.6%
Oc1ccccc1C=NNC(=S)NN=Cc1ccccc1O
→ 5.17µM* | 4.61µM* | nt
CCOC(=O)C1=C(COC(=O)/C=C/c2cccc(OC)c2OC)NC(=O)NC1C (centres undefined)
→ 2.3% | -12.8% | -16.7%
Cc1cccc(NC(=O)CSc2nnc(NC(=O)C3CC3)s2)c1C
→ -1.9% | -17.0% | -2.1%
N#Cc1cc(S(=O)(=O)c2ccccc2)c(N)[nH]c1=O
→ -17.6% | -8.4% | 6.2%
CCCCNC(=O)CC(NS(=O)(=O)c1ccc(C)cc1)c1ccco1 (centres undefined)
→ -14.0% | -1.0% | 1.2%
Cc1cc(Cl)c2oc(C(=O)NC(C)c3ccncn3)c(C)c2c1 (centres undefined)
→ ? | ? | -3.2%
N#Cc1ccc(CC(C(=O)O)N2Cc3ccccc3C2=O)cc1 (centres undefined)
→ -7.1% | -16.8% | 26.4%
Cn1ccc2c(N3CCCCC3)cc3c(c21)C1CCC3C1 (centres undefined)
→ ? | ? | nt
